Source: PubChem BioAssay
Yfh1-off respiration – enhancers of respiration in Yfh1-depleted yeast, dose response, Friedreich's ataxia, plus single-dose screen (AID 1465); S. cerevisiae Yfh1-off respiration, WST-1 reduction, 72 h; higher fold induction means a stronger effect; fold induction at 50 µM; hits with a dose series show EC50 in µM; actives 0.074% (n = 220,000);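 active = fold induction of absorbance versus untreated yeast above a set limit, then at least 30% activation at any dose in follow-up; inconclusive = repeats straddling the limit, or above it without dose testing; inactive = fold induction below the set limit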;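 note: activators that raise dye reduction in frataxin-depleted yeast; strong numbers were not always called active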
NOD1 NF-kB reporter – inhibition of NOD1-driven NF-kB reporter – cell-based, luminescence, uHTS, primary screen (AID 1578); actives 1% (n = 290,000); inhibition, % at 4 µM, or EC50 in µM where a hit was titrated; NOD1-driven NF-kB luciferase reporter cells, luminescence; higher % means a stronger effect; in the data active = inhibition mostly above about 36%, no sharp cut-off; inactive = mostly below about 34%;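 note: HEK-293T reporter cells stimulated with the NOD1 agonist gamma-tri-DAP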
West Nile antiviral – inhibition of WNV-induced cytopathic effect – cell-based, CPE readout (AID 1621); West Nile virus-infected cells, CPE inhibition; higher % means a stronger effect; CPE inhibition, % at 10 µM; hits with a dose series show IC50 in µM; actives 0.02% (n = 290,000); in the data active = a potency from the dose series; inconclusive = CPE inhibition mostly from about 3.7% at the one dose, without a potency; inactive = the rest, 99 in 100 with CPE inhibition below about 2.2%; note: strong numbers were not always called active
KOR beta-arrestin-1 – KOR agonists, beta-arrestin recruitment, primary screen, cell-based, luminescence, uHTS (AID 1777) | KOR beta-arrestin recruitment, luminescence; higher % means a stronger effect | activation, % at 10 µM; hits with a dose series show EC50 in µM | actives 0.02% (n = 280,000); in the data active = activation above about 50%, passing the limit was not always enough; note: a part of the inactive calls stands beside numbers as strong as those of hits
KOR beta-arrestin-2 – kappa opioid receptor blockers – cell-based, luminescence, uHTS (AID 1778); KOR beta-arrestin recruitment, luminescence, antagonist mode; higher % means a stronger effect; inhibition, % at 10 µM, or IC50 in µM where a hit was titrated; actives 0.091% (n = 290,000); note: strong numbers were not always called active
HIV peptide binding – cell-free HIV fusion peptide-binding blockers – biochemical, uHTS, fluorescence dequenching, primary screen (AID 1986); cell-free peptide binding, fluorescence dequenching, 30 min; higher % means a stronger effect; inhibition, % at 20 µM, or IC50 in µM where a hit was titrated; actives 0.3% (n = 290,000); in the data active = inhibition mostly above about 52%, no sharp cut-off; inactive = mostly below about 76%; note: some results filed as inactive read as strong as hits
AID2073 – disruptors of CaV2.2 binding to Mint1 – biochemical, HTRF (AID 2073) | one-dose inhibition, % at 20 µM; IC50 in µM for titrated hits | HTRF protein-protein interaction, Mint1-CaV2.2; higher % means a stronger effect | actives 0.19% (n = 290,000); in the data active = inhibition mostly above about 51%, no sharp cut-off; inconclusive = no clear call, values can overlap the other calls; inactive = mostly below about 53%; note: some results filed as inactive read as strong as hits
HEK293 NOD2/NF-kB – NOD2 signaling inhibitors, cell-based, luminescence, uHTS, HEK293 (AID 1566). actives 0.63% (n = 290,000). inhibition, % at 4 µM, or EC50 in µM where a hit was titrated. HEK293 NOD2/NF-kB luciferase reporter, luminescence; higher % means a stronger effect; note: many of its hits are not listed in these tables
Dengue-2 NS5 capping – flavivirus cap methylation enzyme inhibition – biochemical, confirmation dose response, primary screen (AID 588689) | inhibition, % at 25 µM, or IC50 in µM where a hit was titrated | Dengue-2 NS5 methyltransferase capping enzyme assay, biochemical; higher % means a stronger effect | actives 0.3% (n = 340,000); in the data active = a potency from the dose series; inconclusive = inhibition above about 29% without an active follow-up result
Dengue-2 NS5 capping pilot replicate – second read-out of Dengue-2 NS5 capping, no call of its own (marks repeat the call); inhibition, %; measured here: pilot screen replicate inhibition
Starred values were filed as active, the others as inactive; i = inactive; u = inconclusive; x = not tested or not shown; [ ] = dose if it differs, or a comment. Cut-off read from the data, not from the text of the source, unless noted: active = inhibition above about 50%; inactive = the rest. An excerpt, so the mix of outcomes need not match the whole.

SMILES	Yfh1-off respiration	NOD1 NF-kB reporter	West Nile antiviral	KOR beta-arrestin-1	KOR beta-arrestin-2	HIV peptide binding	AID2073	HEK293 NOD2/NF-kB	Dengue-2 NS5 capping	others
O=c1[nH]c(Cc2ccccn2)nc2scc(-c3ccc(Cl)cc3)c12	i	-13%	-0.5%	-5.2%	-6%[20 µM]	6.7%	12%	34%	x
Cc1c(Cl)cccc1NC(=O)CSc1ccc(-c2cccnc2)nn1	x	-34%	x	-5.8%	-3%	5.2%	4%	8%	-5%
CCc1cc(=O)oc2c3c(cc(OCC(=O)NCCCn4ccnc4)c12)OC(C)(C)CC3	x	-20%	-0.4%	-0.8%	3%[20 µM]	1.0%	31%	4%	-1%
Nc1nc(N2CCN(c3cccc(Cl)c3)CC2)n[nH]1	i	0%	-0.4%	-1.0%	14%	-1.3%	5%	14%	-1%
COc1ccc(CCNC(=O)Cn2nc([N+](=O)[O-])c(Br)c2C)cc1OC	i	-30%	-0.8%	-0.2%	x	1.7%	6%	2%	-1%
COc1ccc(S(=O)(=O)N2CCC(C(=O)NCC3CCCO3)CC2)cc1OC (configuration not stated)	i	-15%	-0.4%	-5.8%	-8%	0.7%	18%	12%	x
CC(C)(C)NC(=O)CN(C(=O)CCC(=O)Nc1nccs1)c1ccc2c(c1)OCCO2	x	-16%	0.0%	-3.8%	3%	-2.1%	-1%	11%	0%
CCOC(=O)c1ccc(NC=C2C(=O)OC3(CCCCC3)OC2=O)cc1	i	0%	0.1%	2.8%	6%	0.8%	19%	1%	1%
CCNc1ccc(S(=O)(=O)NCCN(C)C)cc1[N+](=O)[O-]	i	-24%	-0.4%	-2.8%	19%	-1.3%	3%	19%	-1%
Cc1ccc(S(=O)(=O)NC(=O)c2cccc(Br)c2)cc1	x	-14%	-0.2%	0.7%	-7%	2.3%	1%	4%	1%
O=C1N(c2ccccc2)C(c2ccc(Cl)cc2)N2CCCN12 (configuration not stated)	i	-5%	-0.8%	-1.6%	0%	0.9%	11%	8%	-3%
COCCN(CCOC)CC(O)COC(c1ccccc1)c1ccccc1 (configuration not stated)	i	-19%	-1.4%	-8.4%	3%	-0.9%	-6%	24%	1%
NC(=O)c1ccsc1NC(=O)CCc1ccccc1	x	-44%	-0.9%	-1.4%	-26%[20 µM]	0.5%	2%	-6%	-7%
O=C(Nc1cccnc1)c1ccc([N+](=O)[O-])cc1Cl	i	-9%	0.2%	-5.4%	3%	0.9%	-2%	19%	0%
CN(C(=O)COc1ccc2ccc(=O)oc2c1)C1CCS(=O)(=O)C1 (configuration not stated)	x	-6%	0.0%	7.0%	-15%	-0.3%	13%	7%	-10%
CC1=CC2=NC(=O)/C(=C/c3cccs3)C(=N)N2O1	i	-4%	-0.4%	7.3%	22%	0.9%	2%	17%	-5%
COc1ccc(C(=O)Nc2ccc(C(=O)N3CCOCC3)cc2)cc1OC	x	-45%	-0.1%	-5.3%	-11%	-1.6%	39%	-8%	-3%
O=C(CSc1nc2ccccc2c(=O)n1Cc1ccco1)N1CCCCCC1	i	-11%	1.6%	-1.9%	33%	33%	-6%	29%	-15%
CN(Cc1cnn(C)c1)C(=O)C1CCC(=O)N(Cc2ccc(Cl)cc2)C1 (configuration not stated)	x	-13%	0.3%	-4.8%	-15%	-0.3%	2%	11%	3%
O=C(Cc1ccccc1)NC(=S)Nc1ccc2oc(-c3ccccc3)nc2c1	i	-38%	-0.2%	11%	4%	3.3%	-2%	-29%	x
COc1ccc(C2=Nn3c(nnc3-c3ccccc3OC)SC2)cc1OC	i	-33%	-1.9%	12%	-129%	3.1%	2%	-24%	-11%
Cc1ccc(C(=O)NCCSCc2ccc(Cl)cc2Cl)cc1[N+](=O)[O-]	i	-2%	-1.1%	2.3%	-24%	-1.3%	-3%	-35%	-13%
Cc1ccc(Nc2ncnc3c2cnn3C)c(C)c1	x	-3%	-1.1%	-4.2%	-3%	1.8%	-3%	7%	2%
CC(=O)Nc1nc2n(n1)C(c1ccc(Cl)cc1)C=C(C)N2 (configuration not stated)	i	-20%	-0.2%	-8.5%	45%	1.7%	23%	2%	-4%
O=C(O)c1cccc(N/N=C/c2ccc(OC(F)(F)F)cc2)c1	x	-6%	-0.3%	-1.9%	28%	26%	38%	-167%	1%
N#Cc1cncc(-c2ccc3c(c2)OCCOCCOCCOCCOCCO3)n1	i	9%	-0.2%	-0.5%	-26%	-1.0%	-2%	7%	-5%
CS(=O)(=O)c1ccc(C(=O)OCC(=O)NC(=O)C2CCCCC2)cc1[N+](=O)[O-]	i	-27%	u	3.0%	-10%	0.5%	-4%	18%	-18%
Cc1c(C(=O)Nc2ccccc2C(=O)N2CCOCC2)cccc1[N+](=O)[O-]	i	28%	0.5%	-0.9%	-8%	0.0%	-7%	9%	1%
O=C(Nc1ccccc1C(=O)Nc1ccc(Br)cn1)c1cccc([N+](=O)[O-])c1	x	-22%	1.0%	43%	-140%	-2.0%	47%	4%	-1%
CC(C)(C)c1ccc(/C=C/C(=O)c2ccc(NC3=NCCCS3)cc2)cc1	i	47%	-1.6%	26%	28%	-1.5%	7%	-7%	-9%
CCOC(=O)c1ccc(COC(=O)c2cc(=O)[nH]c3ccccc23)o1	i	-19%	0.0%	-0.7%	7%	0.2%	2%	-5%	-4%
COC(=O)c1ccc2c(c1)N(Cc1cc(C)ccc1C)C(=O)c1ccccc1S2=O (configuration not stated)	i	-30%	-0.5%	-3.0%	10%	2.4%	-1%	3%	x
Cc1c(O[C@@H]2O[C@H](CO)[C@@H](O)[C@H](O)[C@H]2O)ccc2c1oc(=O)c1ccccc12	x	0%	-1.0%	-1.0%	-5%	-0.8%	25%	-7%	-5%
O=C1C=C(NCc2ccccc2)c2ccccc2C1=O	36µM*	79%*	0.8%	x	-343%[20 µM]	-0.9%	24%	-79%	35%
COC(=O)/C=C1/S/C(=N/NC(=O)c2ccc(OC)cc2)NC1=O	x	2%	0.3%	3.2%	-49%	2.3%	16%	-15%	-1%
CCCCCCOC(=O)CCn1[nH]c(=O)c2ccccc2c1=O	i	-23%	0.0%	-4.5%	-24%	1.0%	6%	-2%	-2%
CC(C)C(=O)Nc1cc(-c2nc3ncccc3o2)ccc1Cl	x	6%	0.3%	-5.1%	-6%[20 µM]	2.4%	7%	12%	6%
CSc1ccccc1OCc1cc(C(=O)NCCC2CCCCO2)no1 (configuration not stated)	x	-52%	-1.1%	0.3%	34%	5.4%	-6%	-16%	1%
Cc1cc(NC(=O)C2CC(c3ccc(F)cc3)=NO2)no1 (configuration not stated)	i	-12%	1.5%	-1.5%	-26%	0.0%	-1%	9%	-3%
Cc1[nH]c2ccccc2c1SCC(=O)O	i	-10%	-0.1%	-1.0%	13%	-3.5%	-70%	4%	-9%

An excerpt from above in order of count of non-hydrogen atoms, high to low.
SMILES	Yfh1-off respiration	NOD1 NF-kB reporter	West Nile antiviral	KOR beta-arrestin-1	KOR beta-arrestin-2	HIV peptide binding	AID2073	HEK293 NOD2/NF-kB	Dengue-2 NS5 capping	others
Cc1c(O[C@@H]2O[C@H](CO)[C@@H](O)[C@H](O)[C@H]2O)ccc2c1oc(=O)c1ccccc12	x	0%	-1.0%	-1.0%	-5%	-0.8%	25%	-7%	-5%
CSc1ccccc1OCc1cc(C(=O)NCCC2CCCCO2)no1 (configuration not stated)	x	-52%	-1.1%	0.3%	34%	5.4%	-6%	-16%	1%
Cc1ccc(C(=O)NCCSCc2ccc(Cl)cc2Cl)cc1[N+](=O)[O-]	i	-2%	-1.1%	2.3%	-24%	-1.3%	-3%	-35%	-13%

Additional structures follow.
SMILES	Yfh1-off respiration	NOD1 NF-kB reporter	West Nile antiviral	KOR beta-arrestin-1	KOR beta-arrestin-2	HIV peptide binding	AID2073	HEK293 NOD2/NF-kB	Dengue-2 NS5 capping	others
CC(C)(C)c1cc(C(=O)NNc2cccc(Cl)c2)n(Cc2ccccc2)n1	i	-11%	-1.2%	6.7%	-4%	0.8%	-7%	-62%	-7%
CN(CCc1ccccn1)C(=O)CCc1nnc(CCCc2ccccc2)o1	i	-48%	-0.7%	-5.3%	-8%[20 µM]	-1.1%	1%	-50%	2%
CCN1CCCc2cc(CN(CCN3CCOCC3)C(=S)Nc3ccc(OC)c(Cl)c3)ccc21	i	-16%	-1.1%	1.6%	-10%	1.1%	8%	19%	1%
Cc1ccccc1NC(=O)c1ccc(NC(=O)C2CC(=O)OC23CCCCC3)cc1 (configuration not stated)	i	-12%	-0.2%	0.0%	-49%[20 µM]	0.2%	-3%	-4%	-3%
C/C(=C\C(=O)c1ncc(C(F)(F)F)cc1Cl)N(C)C	i	-25%	-0.8%	-1.3%	-42%	-1.6%	14%	7%	-5%
COc1ccc([N+](=O)[O-])cc1NC(=O)Cc1noc2ccc(C)cc12	i	-44%	0.7%	5.7%	-14%	1.3%	35%	0%	0%
Cc1cccc(NC(=O)C2CCN(S(=O)(=O)c3cccc4cccnc34)CC2)c1	i	-19%	0.8%	7.1%	17%	1.4%	11%	15%	0%
Cc1ccc(NC(=O)COC(=O)c2ccnn2C)cc1	i	6%	0.6%	0.1%	11%	0.5%	24%	0%	0%
c1ccc2nc(N3CCCC3)c(N3CCCC3)nc2c1	i	0%	0.3%	-3.3%	20%	-2.3%	7%	20%	-14%
C=CCN=Cc1sc2ccc(OCC)cc2c1O	i	-28%	-0.5%	-4.8%	-9%	2.1%	-31%	-27%	x
Cc1cccc(-c2csc(N)c2C(=O)OC(C)C)c1	i	-25%	-0.1%	-5.0%	-16%	-1.0%	20%	10%	2%
Cc1ccccc1OCC(O)Cn1c(NCc2ccccc2)nc2c1c(=O)[nH]c(=O)n2C (configuration not stated)	i	12%	0.6%	5.1%	-10%	-0.7%	-4%	2%	-1%
COc1ccc(Oc2c(O)c3ccccc3n(C)c2=O)cc1	i	-37%	0.0%	1.3%	2%	4.8%	17%	11%	22%
COc1ccc(N2CC(C(=O)Nc3cccc(OC(C)C)c3)CC2=O)cc1 (configuration not stated)	x	-34%	-0.7%	-1.9%	-17%	-1.5%	2%	-6%	-5%
CCCCOC(=O)Nc1cc(OC)c(Cl)cc1OC	i	4%	1.1%	20%	22%	-1.8%	4%	12%	-6%	Dengue-2 NS5 capping pilot replicate=-2.4
NC(=O)c1oc2ccccc2c1NC(=O)c1ccco1	i	9%	0.6%	-0.7%	-4%	2.7%	6%	5%	-5%
CCOC(=O)c1ccc(NC(=O)NCc2ccc(OC)cc2)cc1	i	-6%	0.8%	2.0%	-21%	1.0%	-4%	10%	-6%
Cc1ccc(NC(=O)COC(=O)CNC(=O)c2ccc3ccccc3c2)c([N+](=O)[O-])c1	i	-24%	-0.3%	3.2%	-3%	0.8%	2%	2%	-5%
COc1ccc(-c2c(C#N)c(N)nc(Sc3ccc(Cl)cc3)c2C#N)cc1	i	-1%	-0.2%	0.0%	-8%	0.5%	28%	1%	7%
COc1ccccc1Nc1nnc(SCC(=O)N2CCCC2)s1	i	-11%	-0.2%	-9.2%	-2%	-3.0%	5%	-8%	-1%
CCOc1ccccc1N(CC(=O)Nc1cc(OC)ccc1OC)S(C)(=O)=O	i	-2%	-0.7%	-1.0%	-4%	-0.3%	9%	3%	12%
